aDG glyco up: alpha-DG glycosylation activation. Pro5-aDG cells, alpha-DG glycosylation AlphaScreen (IIH6); 0% Pro5, 100% B10-LARGE cell signal. activation, % at 10 µM. hit rate 0.22% among 360,000. AID 624168;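 active means activation of at least 8% versus controls, or a plate z-score of at least 8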;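 further: Pro5 are CHO cells carrying HIG-tagged alpha-DG that lacks glycosylation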
ABCB6 inh 2: blocks the human ABCB6 transporter | Q9NP58 | K562-ABCB6 porphyrin accumulation, flow cytometry, 1 h; hits give low values | fluorescence ratio to DMSO, % at 10 µM | hit rate 0.19% among 360,000 | AID 602162;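 active means fluorescence ratio to DMSO below 75%, the collection mean minus 3 SD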;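 further: signal is porphyrin accumulated inside mitochondria; 100% equals median channel fluorescence of DMSO control wells; lower ratio means ABCB6 inhibition with less porphyrin fluorescence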
Target sequence (Q9NP58 whole entry, looked up): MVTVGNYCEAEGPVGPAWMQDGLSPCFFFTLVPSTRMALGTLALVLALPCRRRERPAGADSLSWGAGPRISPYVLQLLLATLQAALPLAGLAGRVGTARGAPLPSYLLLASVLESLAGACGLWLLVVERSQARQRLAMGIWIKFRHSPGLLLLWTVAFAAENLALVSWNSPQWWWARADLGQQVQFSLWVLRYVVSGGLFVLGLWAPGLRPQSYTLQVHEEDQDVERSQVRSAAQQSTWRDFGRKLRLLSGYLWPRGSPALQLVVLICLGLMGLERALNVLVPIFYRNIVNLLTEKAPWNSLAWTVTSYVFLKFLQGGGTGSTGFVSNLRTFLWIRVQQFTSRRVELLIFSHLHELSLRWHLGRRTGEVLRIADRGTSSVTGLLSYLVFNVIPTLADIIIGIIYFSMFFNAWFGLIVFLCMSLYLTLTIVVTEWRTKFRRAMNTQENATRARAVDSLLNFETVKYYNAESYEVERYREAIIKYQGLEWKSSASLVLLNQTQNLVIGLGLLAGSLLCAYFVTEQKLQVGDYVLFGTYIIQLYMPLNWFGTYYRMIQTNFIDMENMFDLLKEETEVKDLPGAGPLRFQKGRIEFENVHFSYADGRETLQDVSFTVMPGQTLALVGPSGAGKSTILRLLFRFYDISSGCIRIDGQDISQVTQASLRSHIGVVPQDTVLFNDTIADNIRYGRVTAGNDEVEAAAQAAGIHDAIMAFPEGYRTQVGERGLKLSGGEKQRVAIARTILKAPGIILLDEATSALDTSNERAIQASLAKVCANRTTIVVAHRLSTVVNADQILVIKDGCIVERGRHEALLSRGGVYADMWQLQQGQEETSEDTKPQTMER
Glyco luc inh: N-linked glycosylation inhibition. D54 ERlucT glycosylation luciferase reporter, 24 h; percent of 100 nM tunicamycin response. reporter increase, % at 12.5 µM. hit rate 0.23% among 360,000. AID 588692;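 active means mean luciferase reporter signal, scaled so untreated is 0 and the glycosylation-blocking control 100, at or above a set limit in every replicate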;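 further: luciferase carries N-glycosylation sites so blocking glycosylation raises the light; 0% = median of neutral control wells and 100% = median of 100 nM tunicamycin wells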
Cardio protect: protects H9c2 cardiomyocytes from peroxide injury. H2O2 injury protection, ATPLite, 2 h. hit rate 0.63% among 360,000. protection from H2O2 cell death, % at 20 µM;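 active means compounds giving at least 50% protection of heart cells from peroxide-induced death in the single-dose screen, raw or plate-pattern-corrected value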;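 further: 0% = DMSO wells with peroxide and 100% = DMSO wells without peroxide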
Granule exo inh: blocks lytic granule exocytosis; TALL-104 LAMP-1 surface exposure, flow cytometry; cells stimulated with thapsigargin and PMA; inhibition, % at 10 µM; hit rate 0.66% among 360,000;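 active means inhibition above about 55%, limit read from the data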
MC4R ag barr: activates human MC4R beta-arrestin recruitment | AID 540308 | U2OS MC4R beta-arrestin complementation, luminescence; percent of melanotan II response, DMSO zero | P32245 | hit rate 0.98% among 360,000 | activation, % at 8.9 µM;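 active means activation above a per-plate cutoff, the mean activation of sample wells on that plate plus 3 SD, cut at about 8% in these data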
iPSC survival up: enhancers of human iPSC single-cell survival. hiPSC single-cell survival, ATPlite luminescence; 100% = ROCK inhibitor wells, 0% = DMSO. survival enhancement, % at 20 µM. hit rate 0.044% among 360,000. AID 602274; in the data active means survival enhancement above about 18%;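 further: cells exposed to compounds for 16 hours before the ATP read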
MC4R antagonist: blocks human MC4R cAMP signaling | P32245 | MC4R-expressing cells, MTII-stimulated cAMP, LANCE TR-FRET | inhibition, % at 6.5 µM | hit rate 0.48% among 360,000 | AID 540295;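 active means inhibition above its plate's cutoff, the mean of tested wells on that plate plus 3 SD, cut at about 29% in these data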;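 further: 0% = Melanotan II alone and 100% = Melanotan II plus saturating MCL0020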
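Material: U2OS-MC4R stable cell line | Reagent: Melanotan II challenge after compound preincubation | Doses: One concentration, 6.5 µM nominal | Incubation: 30-min compound preincubation, 1-h Melanotan II challenge, 1-h detection, room temperature | Signal: TR-FRET cAMP assay | Replicates: One well per compound, no replicates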
m5-HT2A agonist: mouse HTR2A agonism via beta-arrestin recruitment | activation, % at 7.6 µM | hit rate 0.66% among 360,000 | CHO-K1 mHTR2A beta-arrestin complementation, luminescence; percent of 30 µM serotonin response | AID 624169 | P35363;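 active means activation above a run cutoff, the mean activation of all tested compounds plus 3 SD, cut at about 14% in these data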;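 further: 0% = plate median of compound wells and 100% = 30 µM serotonin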
ABHD5 PLIN5 PPI: ABHD5-PLIN5 protein interaction inhibition; Q00G26+Q8WTS1; Split G. princeps luciferase complementation, luminescence, 4 h; inhibition, % at 4 µM; hit rate 0.78% among 360,000;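 active means inhibition above the mean inhibition across every tested compound plus 3 SD, cut at about 22% in these data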;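 further: 0% = DMSO only wells and the 100% control is not disclosed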
* marks the source's active call; other numbers are inactive results; x = no result given. No enrichment for hits; overall some 4.5% were active at least once.

#	SMILES	aDG glyco up	ABCB6 inh 2	Glyco luc inh	Cardio protect	Granule exo inh	MC4R ag barr	iPSC survival up	MC4R antagonist	m5-HT2A agonist	ABHD5 PLIN5 PPI
1	CC(C)(C)OC(=O)N[C@@H](COCc1ccccc1)C(=O)N[C@@H](CO)[C@H](O)[C@@H]1C[C@@H]1C(=O)N1CCCC1	0.2	96	0	4	6	1.1	0.1	-2	7	-2
2	Cn1nccc1-c1ccc(C(=O)NCc2ccco2)c2occc12	0.2	94	-3	-4	-8	-1.8	8.4	16	-2	7
3	Cc1ccc(N2CC(C(=O)OCC(=O)NNC(=O)c3ccccc3)CC2=O)cc1 (stereo not drawn)	-0.2	103	0	3	4	-0.1	-0.5	4	1	7
4	O=C(Nc1cccnc1)c1cc(-c2cccs2)on1	-0.1	98	2	-5	3	0.0	-2.0	-8	2	-2
5	COC(=O)c1scc(S(=O)(=O)C(C)C)c1N/N=C(\C#N)C(=O)c1ccc(Cl)cc1	-0.1	106	0	-12	10	-3.2	-0.3	6	3	1
6	O=S(=O)(NC1CCCCCCC1)c1ccccc1	0.1	106	-3	-7	-9	-0.6	-0.3	4	0	6
7	C[C@H](O)[C@@H]1CN2CCc3c([nH]c4ccccc34)[C@@H]2C[C@@H]1N(C)C(=O)c1ccco1	0.1	102	24	5	9	x	-0.6	x	3	-4
8	Cc1ccc(OCCCn2cc(C#N)c3ccccc32)cc1	0.0	96	-3	-12	5	0.4	4.0	6	-6	-15
9	O=S(=O)(c1ccc(Oc2ccc(Cl)cc2)c(S(=O)(=O)N2CCCCC2)c1)N1CCCCC1	0.1	88	-9	-2	-2	-1.3	-4.1	-2	-2	-1
10	CNC(=S)NNC(=O)c1ccc(=O)n(Cc2ccc(Cl)cc2Cl)c1	0.9	100	-3	-3	-1	-1.9	2.0	4	1	4
11	Cc1cccc(NC(=O)c2ccc(S(=O)(=O)N(C)C)cc2)c1	0.0	102	1	-13	-6	0.0	1.3	-5	2	5
12	Cc1ccc(SCc2cn3ccccc3n2)cc1	0.1	98	-9	-12	-7	-0.3	-0.4	3	-6	-8

Random excerpt: 4 records from the list.
#	SMILES	aDG glyco up	ABCB6 inh 2	Glyco luc inh	Cardio protect	Granule exo inh	MC4R ag barr	iPSC survival up	MC4R antagonist	m5-HT2A agonist	ABHD5 PLIN5 PPI
12	Cc1ccc(SCc2cn3ccccc3n2)cc1	0.1	98	-9	-12	-7	-0.3	-0.4	3	-6	-8
2	Cn1nccc1-c1ccc(C(=O)NCc2ccco2)c2occc12	0.2	94	-3	-4	-8	-1.8	8.4	16	-2	7
4	O=C(Nc1cccnc1)c1cc(-c2cccs2)on1	-0.1	98	2	-5	3	0.0	-2.0	-8	2	-2
5	COC(=O)c1scc(S(=O)(=O)C(C)C)c1N/N=C(\C#N)C(=O)c1ccc(Cl)cc1	-0.1	106	0	-12	10	-3.2	-0.3	6	3	1

(further entries)
#	SMILES	aDG glyco up	ABCB6 inh 2	Glyco luc inh	Cardio protect	Granule exo inh	MC4R ag barr	iPSC survival up	MC4R antagonist	m5-HT2A agonist	ABHD5 PLIN5 PPI
13	COc1ccccc1CNC(=O)c1ccc(-c2ccccc2)cc1	0.3	101	-1	-3	-3	3.2	-0.7	-3	-6	-6
14	CCCCc1nc(SCC(=O)Nc2ccc(S(N)(=O)=O)cc2)n[nH]1	0.0	92	1	0	-2	0.8	-0.1	9	-1	-6
15	NC(=O)C1CCN(C(=O)CSCc2ccccc2Cl)CC1	-0.3	76	0	3	1	-2.5	-1.1	0	4	-2
16	O=C(c1cc(-c2ccc(O)cc2)on1)N1CCN(c2ccc(F)cc2)CC1	-0.2	98	-2	-14	-18	11*	-0.4	11	-5	-9
17	NC(=O)Cc1ccc(C(=O)c2ccccc2F)s1	0.0	100	0	4	3	-2.9	0.2	8	0	-4
18	Cc1noc(-c2ccccc2)c1NC(=O)Nc1ccc(Cl)cc1	0.0	95	1	-19	-3	0.4	-1.0	-2	-8	-4
19	O=C(Cc1coc2ccc3ccccc3c12)N1CCCC1	0.0	100	0	10	1	-0.5	3.0	-1	-2	-5
20	COCCNc1nnc(Cc2ccccc2)c(=O)[nH]1	0.0	254	1	2	-10	-0.4	-0.5	10	-3	2
21	Cc1nnc(SCc2ccccc2)n1N	-0.1	100	1	8	6	1.7	-1.2	3	5	-8
22	Cc1nc(SC(C)C)[nH]c(=O)c1Cc1ccccc1	0.2	78	-7	-7	-2	0.0	-1.7	0	2	-3
23	COc1ccc(S(=O)(=O)NCCCCC(=O)O)cc1C(=O)O	-0.5	133	2	8	-5	-0.1	-0.5	2	-2	0
24	NS(=O)(=O)c1ccc(CCNC(=O)CSc2ccsc2[N+](=O)[O-])cc1	0.7	96	-1	-3	0	0.9	-2.0	-3	-1	2
25	CCOC(=O)c1cnc(-n2[nH]c(C)cc2=O)[nH]c1=O	-0.1	99	-1	9	3	-0.9	0.0	30*	2	-3
26	COc1ccc(-c2nnc(NC(=O)c3ccc(S(=O)(=O)N4COCC4(C)C)cc3)o2)cc1	2.6	93	2	37	-1	1.0	-0.8	18	4	-6
27	COCCNC(=O)CSc1nc2cc(OC)c(OC)cc2c(=O)n1Cc1ccco1	-0.1	99	2	6	-6	-1.3	-3.5	6	5	3
28	COc1ccc(CC(=O)NC(C)CCc2ccccc2)cc1OC (stereo not drawn)	0.1	97	-2	-8	2	-1.2	0.0	-4	4	3
29	O=C(NCc1ccc2c(c1)OCO2)NC1CCCCC1	-0.2	93	-4	0	-7	1.6	2.2	6	3	0
30	COc1cc(/C=C(/C#N)c2ccccc2F)ccc1OCc1ccccc1	-0.1	95	-5	-6	1	-1.4	0.1	11	-2	-1
31	Cc1cc(-n2cnc3c(=O)[nH]cnc32)ccc1N	-0.1	101	1	1	-1	-0.7	-0.2	20	3	-5
32	NCCCNC(=O)Cn1c(=O)c2c3c(sc2n(Cc2ccccc2)c1=O)CCCC3	-0.1	91	2	4	-3	0.0	-0.2	-10	-5	-7
33	Cc1ccc(OCC(=O)N(Cc2cccs2)C2CCS(=O)(=O)C2)cc1C (stereo not drawn)	-0.2	99	1	6	12	-0.2	0.9	12	-2	-13
34	O=C(c1ccco1)N1CCCC(c2nc(-c3ccc(S(=O)(=O)NCc4ccccc4)cc3)no2)C1 (stereo not drawn)	1.9	102	-6	-9	5	0.5	-0.6	6	7	-5
35	CCCn1cc(S(=O)(=O)c2ccccc2)c(=O)c2cc(OC)c(OC)cc21	0.0	95	5	2	-2	-1.1	-0.3	-11	8	0
36	COc1cc(NC(=O)c2cc(C)nc3ccccc23)cc(OC)c1	0.0	100	2	-2	0	-1.0	4.4	20	5	-1
37	O=C(Cn1ncn2c(cc3ccccc32)c1=O)NCCc1cccs1	0.2	99	2	-3	-2	-1.9	0.0	4	2	2
38	O=C(Nc1ccccc1N1CCCCC1)c1ccc(F)cc1	0.0	81	0	-1	4	3.1	-1.2	0	-5	-13
39	CC(=O)Nc1ccc(S(=O)(=O)C(C#N)c2nc3ccccc3nc2NCCCO)cc1 (stereo not drawn)	-0.1	105	0	7	1	-1.6	-0.4	-9	-4	2
40	O=C(O)c1ccc2c(c1)C(=O)N(CCC1=CCCCC1)C2=O	0.0	98	1	7	2	0.1	7.8	16	7	-2
41	O=C(CN1CCN(C(=O)c2ccc(OCc3cn4ccccc4n3)cc2)CC1)Nc1cccc(F)c1	0.5	89	-2	-5	-2	-1.3	-1.2	2	-3	3
42	Cc1nccn1CCc1n[nH]c(=S)n1Cc1ccccc1	-0.2	102	-1	5	0	-1.9	2.6	0	1	-4
43	Cc1nc(N2CCC(C(N)=O)CC2)c2c(-c3cccs3)csc2n1	0.1	103	-3	3	-3	0.4	0.6	9	11	6
44	O=C(Nc1ccc(Cl)c(S(=O)(=O)N2CCOCC2)c1)c1cn2ccccc2n1	-0.1	95	3	28	15	-1.2	0.8	10	-2	-6
45	COc1ccccc1C(=O)NC(=S)/C=C1/N(C)c2ccccc2C1(C)C	1.7	723	-4	-22	2	-2.0	-2.3	2	-2	-18
46	O=C(CN1CCCc2ccccc21)Nc1cccc(S(=O)(=O)N2CCOCC2)c1	0.0	98	-4	-11	4	-1.8	0.3	1	4	2
47	Cc1ccccc1NS(=O)(=O)c1nnc(NC(=O)c2ccccc2C)s1	-0.2	95	0	-8	-1	-0.9	-2.8	3	1	6
48	N#C/C(C(=O)NCc1ccco1)=C1/SC(Cc2ccc(Cl)cc2)C(=O)N1c1ccccc1 (stereo not drawn)	0.1	106	-2	5	10	-0.7	1.4	12	-2	9
49	Cc1scc(C(=O)N2CCN(S(C)(=O)=O)CC2)c1-c1ccccc1	-0.1	100	3	0	-4	-2.7	0.9	0	3	-2
50	COc1cccc(C(=O)NC(=S)Nc2ccc(Cl)cc2C(=O)O)c1	0.0	97	4	1	0	-2.8	0.6	12	0	0
51	CCn1c(SCC(=O)N(C)C2CCS(=O)(=O)C2)nnc1-c1ccccc1 (stereo not drawn)	-0.3	92	1	9	2	0.0	-0.5	4	-3	-8
52	O=C(Cc1cccc2ccccc12)Nc1nc2ccccc2[nH]1	0.5	91	-3	0	0	2.1	-1.2	6	5	-7
53	O=C(c1ccc2ccccc2n1)N1CCN(Cc2c(F)cccc2Cl)CC1	0.0	96	2	3	-11	-1.0	0.5	10	-9	-1

Source: PubChem (several laboratories)
